# FXN GAA850 act: frataxin GAA850 promoter activation. hit rate 0.56% among 360,000. HEK293 lucGAA850 FXN promoter luciferase reporter, 24 h; percent of 10 µM SAHA response. activation, % at 6 µM. AID 540364;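 active = activation above the average of all compounds screened plus 3 SD, cutoff fixed separately per campaign, cut at about 7.5% in these data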;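 also: 0% = DMSO wells and 100% = 10 µM SAHA wells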
# DAX1 inh-1: DAX1 (NR0B1) inhibition, primary screen | HEK293T StAR-luciferase reporter, SF-1/DAX-1 repression relief | inhibition, % at 6.8 µM | hit rate 1.1% among 370,000 | AID 652010;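 active = inhibition above the mean over all tested compounds plus 3 SD, cut at about 3.6% in these data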;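 also: 0% = DAX-1 cells with DMSO and 100% = cells lacking DAX-1 with DMSO; higher inhibition means more luminescence from relief of DAX-1 repression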
# PG9 binder: binds the HIV-1 gp120 antibody PG9. TR-FRET gp120-PG9 antibody binding. AID 624416. hit rate 0.43% among 360,000. inhibition, % at 6.7 µM; in the data active = inhibition above about 8.5%
# GC-A act: GC-A (human) enzyme activation. P16066. HEK293 GC-A cells, cGMP TR-FRET, EC30 ANP; 0% at EC30 ANP, 100% saturating ANP. activation, % at 10 µM. hit rate 0.14% among 370,000; in the data active = activation above about 40%
# ssDAF12 agonist: activates DAF-12 receptor from parasite S. stercoralis; HEK293 ssDAF-12/GRIP1 lit1-tk-luc reporter, luminescence; % of 3 µM dafachronic acid response; activation, % at 6.8 µM; hit rate 1% among 370,000; AID 652126;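 active = activation above the mean over all tested compounds plus 3 SD, cut at about 0.9% in these data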;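 also: 0% = DMSO-only wells and 100% = 3 µM delta7-dafachronic acid wells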
# hcDAF-12 act: activates DAF-12 receptor from parasite H. contortus | hit rate 1.4% among 370,000 | AID 652067 | HEK293 hcDAF-12 lit1-tk-luc reporter, luminescence; 0% DMSO, 100% Δ7-dafachronic acid | activation, % at 6.8 µM;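 active = activation above the mean of all tested compounds plus 3 SD, cut at about 5.5% in these data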;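 also: 100% = response to 3 µM Δ7-dafachronic acid high control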
# DAX1 inh-2: inhibitors of human orphan nuclear receptor DAX1 (NR0B1). hit rate 0.99% among 340,000. inhibition, % at 6.75 µM. HEK293 Gal4-DAX1 luciferase reporter, luminescence. AID 504766. P51843;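 active = inhibition above the mean over all tested compounds plus 3 SD, cut at about 4.2% in these data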;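 also: 0% = DAX1-transfected cells with DMSO and 100% = empty-vector control cells with DMSO; inhibition shows as a rise in luminescence from relieved DAX1 repression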
# Target sequence (P51843 207-470 limits assumed): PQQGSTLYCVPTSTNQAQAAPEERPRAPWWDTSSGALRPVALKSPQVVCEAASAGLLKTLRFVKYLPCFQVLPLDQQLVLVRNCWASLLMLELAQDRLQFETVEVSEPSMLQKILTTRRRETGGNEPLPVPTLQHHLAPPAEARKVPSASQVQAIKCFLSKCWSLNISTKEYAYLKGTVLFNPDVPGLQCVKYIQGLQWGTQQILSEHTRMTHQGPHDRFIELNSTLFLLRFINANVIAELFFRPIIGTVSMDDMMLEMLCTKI
# ADAM10 inh: inhibitors of human ADAM10. O14672. recombinant ADAM10, EDANS/DABCYL FRET peptide cleavage, 3 h. inhibition, % at 7 µM. hit rate 0.62% among 370,000;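 active = inhibition above a per-campaign cutoff equal to the mean of compounds falling between control-based bounds plus 3 SD, cut at about 20% in these data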;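 also: 0% = DMSO wells while the 100% control is not disclosed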
# ADAM17 inh: inhibitors of human ADAM17 | P78536 | recombinant ADAM17, EDANS/DABCYL FRET peptide cleavage | inhibition, % at 6.95 µM | hit rate 0.83% among 370,000 | AID 720648;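 active = inhibition above the mean of compounds lying between control limits plus 3 SD, set per campaign, cut at about 8.5% in these data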;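 also: 0% = DMSO-only wells as the low control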
# Target sequence (P78536 215-824 limits assumed): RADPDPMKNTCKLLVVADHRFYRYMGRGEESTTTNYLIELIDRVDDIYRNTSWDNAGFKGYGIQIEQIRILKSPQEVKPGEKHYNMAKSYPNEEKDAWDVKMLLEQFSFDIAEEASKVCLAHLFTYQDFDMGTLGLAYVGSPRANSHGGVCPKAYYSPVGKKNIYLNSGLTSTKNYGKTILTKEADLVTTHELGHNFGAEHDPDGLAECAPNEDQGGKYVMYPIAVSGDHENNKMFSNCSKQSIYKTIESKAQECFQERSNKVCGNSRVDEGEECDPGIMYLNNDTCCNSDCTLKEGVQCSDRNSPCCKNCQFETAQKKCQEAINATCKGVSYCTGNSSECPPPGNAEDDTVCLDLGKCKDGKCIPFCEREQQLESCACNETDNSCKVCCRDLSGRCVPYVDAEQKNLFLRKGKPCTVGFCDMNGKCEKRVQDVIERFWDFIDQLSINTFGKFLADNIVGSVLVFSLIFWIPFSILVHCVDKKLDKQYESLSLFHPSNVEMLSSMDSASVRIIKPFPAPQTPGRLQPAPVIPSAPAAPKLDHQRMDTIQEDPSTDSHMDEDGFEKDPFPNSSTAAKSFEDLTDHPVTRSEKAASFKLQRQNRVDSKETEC
# SMARCA2 act: increases SMARCA2 function in MMTV reporter cells. MG213 cells, MMTV-luciferase reporter, dexamethasone, overnight. activation, % at 9.1 µM. hit rate 1% among 370,000. AID 652017; in the data active = activation above about 7.8%;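 also: 0% = vehicle wells and 100% = reference activator wells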
# hgDAF-12 ag: hgDAF-12 agonism, primary luciferase screen; HEK293 GAL4-hgDAF12 UAS-luciferase reporter, agonist luminescence; normalized to butyrate control; activation, % at 6.8 µM; hit rate 1.8% among 370,000; AID 687014;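 active = activation above a cutoff set at the mean of all screened compounds plus 3 SD, cut at about 10% in these data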;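 also: 0% = DMSO wells and 100% = sodium butyrate wells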
# The depositor's hits bear a star; . = no result given.
# The line under a structure holds: FXN GAA850 act	DAX1 inh-1	PG9 binder	GC-A act	ssDAF12 agonist	hcDAF-12 act	DAX1 inh-2	ADAM10 inh	ADAM17 inh	SMARCA2 act	hgDAF-12 ag
- CC1=C(C(=O)N2CCCCCC2)CC(CC(=O)NC2CCCC2)C(=O)N1Cc1ccccc1 (stereo not given)
→ .	0.1	-1.6	3	-0.4	-1.9	.	-3	-2	3	-2.9
- CC1C(=O)N(Cc2cn(Cc3ccco3)nn2)CCS(=O)(=O)N1Cc1ccc(-c2ccc(F)cc2Cl)cc1 (stereo not given)
→ .	-1.2	1.4	-5	-1.6	0.7	.	6	5	1	2.6
- Cc1ccc(S(=O)(=O)N2[C@@H](c3cccc(Cl)c3)C(C(=O)OC(C)(C)C)=CC[C@H]2c2ccc(C(C)C)cc2)cc1
→ .	0.4	-1.5	-1	-1.1	0.4	.	-7	-2	-3	-0.1
- COc1ccc(NS(=O)(=O)c2ccc3nc(COc4ccc(C#N)cc4)[nH]c3c2)cc1
→ 4.1	-0.3	1.5	-10	-1.3	-2.7	-1.2	-5	-1	-4	-2.5
- O=C(CSc1nc2ccccc2o1)NCC(=O)c1ccccc1
→ -0.9	0.1	-0.1	-2	-1.0	-0.3	-0.3	9	-3	1	-1.6
- CCOC(=O)C1CCN(C2CC(=O)N(c3ccc(OCC)cc3)C2=O)CC1 (stereo not given)
→ -0.2	0.2	-1.6	-1	-0.7	-0.4	-0.2	0	-3	-2	0.7
- CC(C)C1CC(N(C)C)=CC(=S)N1 (stereo not given)
→ .	-4.3	-1.2	-5	-2.3	-3.7	.	-68	-24	-10	-7.6
- Cc1csc(NC(=O)CCn2c(=O)oc3ccc(Cl)cc32)n1
→ 0.1	-1.3	1.7	-2	-2.0	-0.9	-0.4	-6	8.7*	-2	-0.9
- CCOc1ccc(NC(=O)CSc2nc(O)c(C)c(=O)n2-c2ccc(F)cc2)cc1
→ -1.5	-0.6	-1.5	0	-1.0	-0.4	-0.7	-4	-2	-1	-0.7
- CCOC1(/N=C(\C)NS(=O)(=O)c2ccc(Cl)cc2)C(C)=CC(=O)C=C1C
→ 0.9	2.2	-1.0	-1	-2.0	1.9	-0.8	-2	-1	0	0.9
- O=S1(=O)CCC(n2nccc2-c2ccccc2)C1 (stereo not given)
→ 2.6	0.2	0.5	4	-0.5	-1.6	3.3	4	-1	-2	0.2
- Brc1cccc(CN2CCCCCCC2)c1
→ -1.8	0.8	-1.2	-3	-1.0	-0.8	0.5	2	0	-2	-0.4
- COCCn1cnc2c(c1=O)c1nc3ccccc3nc1n2/N=C/c1cccc(OC)c1
→ -0.7	0.9	0.0	3	-1.7	-0.4	-0.2	-5	-2	1	0.9
- CCOc1ccc(NC(=O)Cn2nnc(-c3ccccc3F)n2)cc1
→ 1.6	-0.1	1.5	-1	-1.9	-1.4	-0.5	2	0	-2	-2.2
- O=c1[nH]c(C2CCN(S(=O)(=O)c3ccccc3F)CC2)nc2c1nnn2Cc1ccc(F)cc1
→ 3.0	-0.2	2.1	9	-1.0	-1.6	-1.8	5	-1	-1	0.2
- COc1ccc(S(=O)(=O)N2CCOCC2)cc1NC(=O)COC(=O)CCS(=O)(=O)c1ccc(C)cc1
→ 0.9	0.2	-2.5	-4	-1.2	-0.7	0.1	-5	0	5	1.9
- CCc1ccc2oc(C(=O)NC3CCS(=O)(=O)C3)cc(=O)c2c1 (stereo not given)
→ -0.8	0.1	1.1	1	-0.8	-0.9	1.8	-22	-6	-3	1.6
- Cc1cc(N2CCCC2)nc2c(C)cccc12
→ 3.2	0.6	-0.2	-5	-1.5	1.2	2.6	-17	-6	-3	-1.4
- COc1ccc(C2C(=O)N(C3CCCCC3)CC(=O)N2C2CCCCC2)cc1 (stereo not given)
→ 3.1	-0.2	0.0	-6	-0.2	-0.9	2.9	2	0	-1	-0.3
- NC(=O)CCS(=O)(=O)CCN1CCCCC1
→ 3.1	-0.1	-2.5	4	-0.6	-1.2	1.6	7	1	0	-0.7
- O=C(O)c1ccccc1C(c1ccccc1)c1ccccc1O (stereo not given)
→ 0.0	-1.5	0.3	0	-1.3	-2.0	-0.1	3	0	-2	2.4
- COc1cccc(CNc2nnnn2C)c1
→ 1.0	0.0	-2.0	2	-1.7	1.7	0.7	-6	-2	-1	-1.9
- CO/N=C(\Cn1ncc(N2CCCC2)c(Br)c1=O)c1ccc(Cl)cc1
→ 1.5	-1.3	-1.4	-2	-1.2	-1.3	-1.4	9	4	-1	-3.1
- CC1CCN(C(CNS(=O)(=O)c2ccccc2)c2ccccc2)CC1 (stereo not given)
→ -1.0	0.1	0.6	-7	-1.3	-1.4	-0.9	-7	-4	-4	0.7
- COc1ccc(CCN2CCCC(CN(C)Cc3cc(Cl)c(O)c(OC)c3)C2)cc1 (stereo not given)
→ -0.6	0.4	-1.6	-7	-0.9	0.8	1.1	8	-1	0	-1.4
- Cc1cccc(C)c1NC(=O)C1(C)CN(S(C)(=O)=O)CC(=O)N1CCCN1CCOCC1 (stereo not given)
→ .	-1.2	-1.7	-2	-0.7	-2.0	.	-22	2	-6	0.7
- COCCCNc1nc(=S)[nH]c2cc(OC)c(OC)cc12
→ -2.4	-0.2	-0.2	4	-1.1	-0.6	0.2	-5	-2	-1	2.7
- O=C(Nc1ccccc1F)Nc1cccc2ccc(O)cc12
→ 0.6	-0.3	-2.2	0	0.2	6.2*	0.4	-34	-20	1	-0.4
- O=C(NCCc1ccccc1)C1CC(=O)N(c2ccc3c(c2)OCCO3)C1 (stereo not given)
→ 0.3	-1.8	1.0	0	-1.4	-1.1	0.6	0	-3	-1	-2.5
- Cc1nn(Cc2cccc(C(=O)NN)c2)c(C)c1Cl
→ 1.3	0.6	-0.1	1	-0.3	-1.0	-0.3	7	-2	-5	-2.8
- O=C1CCCC(=O)C1C1c2ccccc2CCN1C(=O)CCl (stereo not given)
→ 1.1	0.1	-0.1	-2	-1.1	4.0	.	-22	1	-3	0.8
- COc1ccnc(CN(C)C(=O)C2CCC(=O)N(Cc3cccc(C(F)(F)F)c3)C2)c1 (stereo not given)
→ -0.8	0.6	-1.4	-1	-0.9	-1.0	0.9	-9	-2	-2	-2.0
- COc1ccccc1NC(=O)/C=C\c1ccco1
→ 1.5	0.1	-0.8	3	-0.2	5.6*	1.2	-3	0	3	3.1
- Cc1ccc(-c2csc(N3CCN(CCCn4c(-c5ccncc5)nc5ccccc54)CC3)n2)cc1
→ -2.1	-1.8	1.0	-1	-2.1	-2.4	-2.6	3	3	0	-3.5
- C=CCC1(O)C(=O)Nc2ccccc21 (stereo not given)
→ 0.0	-0.5	1.0	0	-0.5	-1.9	-0.6	1	-7	0	0.3
- CN(C)c1nc(N)nc(CSc2nnnn2C)n1
→ 2.0	-0.3	-3.6	2	-0.3	1.5	0.0	10	2	2	0.8
- Cc1cc(C)n(C(=O)c2cccc(S(=O)(=O)N3CCCCC3)c2)n1
→ 0.4	-0.2	-0.7	-5	-0.7	-0.5	-0.4	-4	-2	-1	-0.9
- C=CCN(c1ccccc1OC)S(=O)(=O)c1cccc(C(=O)NC2=NCCS2)c1
→ -5.2	-1.2	0.4	-1	-1.8	-1.2	0.1	6	1	1	-3.3
- CC(=O)Nc1ccc(NCC(=O)c2ccccc2)cc1
→ 2.4	-0.3	-2.5	-1	-0.9	-0.7	0.3	9	0	4	1.8
- CC(=O)N1CCc2cc(S(=O)(=O)CCC(=O)N3CCN(c4ccccn4)CC3)ccc21
→ -0.7	-0.9	-0.1	-4	-1.5	-0.1	0.8	-5	-3	-3	-0.1
- CCOC(=O)[C@]12CCCCC/C=C\1N(CCc1ccc(Cl)cc1)C(=O)[C@H]2CC(=O)NCc1cccc(C(F)(F)F)c1
→ .	-1.1	.	0	-0.9	-3.1	.	13	5	-2	-0.8
- Cc1ccc(NC(=O)CNCc2cccs2)c(Br)c1
→ 2.5	0.6	-0.2	3	-0.8	-1.2	0.9	-11	-3	4	2.7
- CC(C)CN(C1CCS(=O)(=O)C1)S(=O)(=O)c1ccc(C(C)C)cc1 (stereo not given)
→ 0.1	-0.4	-1.1	3	-1.0	0.4	1.3	-8	0	0	-0.3
- CCOCCCNC(=O)c1ccccc1OC1CCN(S(C)(=O)=O)CC1
→ 3.4	0.2	0.6	0	-0.7	-0.5	2.8	3	1	5	2.7
- CCN1CCCC1CNC(=O)Cn1ncc2c(=O)oc3ccc(C)cc3c21 (stereo not given)
→ 1.0	-0.8	-0.8	-4	-0.1	3.5	-0.7	-7	-4	-1	0.3
- COc1ccc(C)cc1NC(=O)CN(C)S(=O)(=O)c1cnc[nH]1
→ 3.7	0.2	-0.7	1	-0.1	0.3	1.1	-4	-6	1	3.2
- C#Cc1cccc(NC(=O)CSc2nnc(-c3ccc(C(F)(F)F)cn3)o2)c1
→ 2.7	0.1	-0.9	6	-0.3	-1.4	1.9	5	2	-2	0.1
- COc1ccc(C(F)(F)F)cc1N/C=C/c1nnnn1-c1ccc2ccccc2c1
→ -0.5	0.3	-0.4	0	0.0	1.1	2.7	2	-2	-3	-1.4
- COc1ccc(CNC(=O)c2ccc(Br)o2)cc1
→ 0.1	0.3	1.5	2	-0.7	-0.8	0.7	2	1	0	2.8
- O=C(Nc1cccc(O)c1)c1noc2c1CCc1ccccc1-2
→ -0.4	7.0*	-2.5	-2	0.3	6.3*	-2.0	10	2	0	8.5
- O=S(=O)(c1cc(C(F)(F)F)ccc1Cl)N1CCN(c2ncnc3ccccc23)CC1
→ -1.6	-4.4	-3.0	-1	-1.9	-4.0	-3.4	-4	-6	-6	-5.6
- CN(C)CCNC(=O)c1cccc(-c2cccc3nncn23)c1
→ -0.6	0.5	-1.8	2	-0.4	0.0	.	-166	-35	-2	-0.2
- O=C(Nc1cccc2c1CCCC2)c1cc(C2CCCCN2C(=O)c2cccs2)on1 (stereo not given)
→ -1.6	-3.6	-2.5	-3	-1.8	-1.1	.	6	4	-1	1.0
- CCC12CSc3nc(Cl)ccc3N1C(=O)C(=O)N2C (stereo not given)
→ 1.7	0.1	-2.6	3	-1.5	4.9	.	-10	-1	-1	5.2
- CC(=O)OCC(=O)c1ccc2ccn(C(C)=O)c2c1
→ 1.1	0.8	1.1	0	-0.8	-1.8	-0.2	-388	-122	-2	-1.5
- COc1ccccc1-c1ccc(=O)n(CC(=O)NC2CCc3ccccc32)n1 (stereo not given)
→ 0.6	-0.1	0.5	-5	-1.5	-2.2	0.1	-4	-5	-3	-4.7
- Cc1cc(CN2CCN(CC(=O)Nc3cc(C(F)(F)F)ccc3-n3cncn3)CC2)no1
→ 1.2	-0.5	-0.6	3	-0.8	-2.0	-0.7	-7	-1	-2	0.9
- CC(=O)N(c1cccc(Cl)c1)c1nc(C)cc(C)c1C#N
→ 0.6	0.9	0.2	-10	-1.4	0.0	1.0	-1	-3	1	-0.5
- COc1ccc(C(=O)NCCNc2nc3c(C)cccc3cc2C#N)cc1OC
→ 4.3	-0.2	-2.1	4	-1.3	-2.8	-1.4	-38	-20	-3	-1.9
- O=C(NCc1cccnc1)c1sc2cc(Cl)ccc2c1Cl
→ 3.5	-1.0	1.2	-7	-1.7	-0.4	-0.7	-2	2	-4	-1.6

# Screening results from PubChem BioAssay.
